Compound activity as filed in PubChem.
mHTT-CaM PPI inh: mHTT-calmodulin interaction abrogation | 3.6% of 190,000 active | AlphaScreen His-mHTT/GST-CaM binding, luminescence | P42858 | inhibition, % at 15 µM;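 also: 0% = both proteins with DMSO and 100% = one protein alone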
Pf apPOL block: Pf-apPOL DNA polymerase inhibition | Recombinant Pf-apPOL, molecular beacon fluorescence, 1.5 h | 0.25% of 210,000 active | inhibition, % at 10 µM
* marks the source's active call; other numbers are inactive results; / = no result given; & = joins results of further samples; ! = not active in a repeat. Rule as the data show it: active = inhibition above about 50%; inactive = the rest. Not all compounds are listed (hit frequency here may not be typical).

[1] O=C(CCCc1ccccc1)NC1CCN(c2nnc3ccc(C(F)(F)F)cn23)CC1
[2] CCc1nc2sc(C)c(C)c2c(=O)n1N
[3] O=C(NCc1cccs1)C1CN(C(=O)c2ccncc2)CC12CCCCC2 (stereo unspecified)
[4] CN1CCCn2cc(S(=O)(=O)Nc3cc(F)cc(F)c3)cc2C1=O
[5] O=C(Nc1ccc(F)c(Cl)c1)N1CCN(c2cc(N3CCCCC3)ncn2)CC1
[6] COc1ccc(CN2CCCN(Cc3ccc(OC)cc3)C2c2cccc3c2OCO3)cc1
screen / no. | 1 | 2 | 3 | 4 | 5 | 6
mHTT-CaM PPI inh | 7 | 0 | 7 | 3 | -12 | /
Pf apPOL block | -2 | / | -2 | -2 | -4 | -16

[7] NC(=O)C1(N2CCCCC2)CCN(c2nc(-c3ccc(Cl)cc3Cl)cs2)CC1
[8] N#Cc1cccc(C(=O)N2CCCN(c3cc(-c4ccccc4)[nH]n3)CC2)c1
[9] CCN(CC)C(=O)Cn1cnc2sc(C(=O)Nc3c(F)cccc3F)c(C)c2c1=O
[10] Cc1ncn(CC(=O)Nc2ccccc2F)c(=O)c1C
[11] CN(CCc1ccncc1)C(=O)c1ccnc(N2CCNC(c3ccccc3)C2)c1 (stereo unspecified)
[12] CCCC(C)C(=O)N1CCCN(c2nc3c(s2)c(C)nn3-c2cccc(C)c2)CC1 (stereo unspecified)
screen / no. | 7 | 8 | 9 | 10 | 11 | 12
mHTT-CaM PPI inh | 3 | 17 | 4 | -4 | 14 | 7
Pf apPOL block | 0 | 2 | -1 | -4 | -6 | 4

Values in list order from the entries so far.
Pf apPOL block, entries 7–12: 0, 2, -1, -4, -6, 4
mHTT-CaM PPI inh, entries 7–12: 3, 17, 4, -4, 14, 7

Next entries
[13] CC(C)C(=O)N1CCc2ccc(NC(=O)c3ccccc3C(F)(F)F)cc2C1
[14] O=C(O)CNC(=O)CN1C(=O)c2ccc(C(=O)O)cc2C1=O
[15] Cc1c(C(=O)Nc2ccc(C(F)(F)F)cc2)sc2ncn(CC(=O)N3CCCC3)c(=O)c12
[16] Cc1cccc(-n2nc3c(c2NC(=O)c2ccccc2Br)CS(=O)(=O)C3)c1C
[17] Nc1sc(-c2ccccc2)c(Cc2ccccc2)c1C(=O)O
[18] CCOC(=O)Cn1c(=O)c2c(nc3oc(C(C)(C)C)cn32)n(C)c1=O
screen / no. | 13 | 14 | 15 | 16 | 17 | 18
mHTT-CaM PPI inh | 14 | -2 | 16 | -1 | 32 | 2
Pf apPOL block | 88* | -18 | -8 | -7 | -4 | 1

[19] COc1cccc(C=C2Oc3c(ccc(O)c3CN3CCOCC3)C2=O)c1OC
[20] O=C(Nc1ccccc1)c1cc2ccccc2oc1=Nc1cccc(F)c1
[21] O=S(=O)(c1ccc2c(c1)CCC2)N1CCN(C2=NC=CN3CCN=C23)CC1
[22] Cc1[nH]c2ccccc2c1C=Nc1ccc(Cl)cc1
[23] COc1cc(Cl)c(S(=O)(=O)NCc2ccccc2)cc1Cl
[24] CCCSc1nc2c(cnn2-c2ccc(C)cc2)c(=O)[nH]1
screen / no. | 19 | 20 | 21 | 22 | 23 | 24
mHTT-CaM PPI inh | -2 | 4 | 8 | 26 | -11 | 2
Pf apPOL block | -3 | 6 | -13 | -1 | 1 | 0

Entries above that contain a COOH group (two):
[14] O=C(O)CNC(=O)CN1C(=O)c2ccc(C(=O)O)cc2C1=O
[17] Nc1sc(-c2ccccc2)c(Cc2ccccc2)c1C(=O)O
screen / no. | 14 | 17
mHTT-CaM PPI inh | -2 | 32
Pf apPOL block | -18 | -4

The listing continues:
[25] Cc1ccnc(N=Cc2nc(-c3ccc(Br)cc3)oc2O)c1
[26] O=S(=O)(Cc1ccccc1)NCc1ccc2c(c1)OCO2
[27] Cc1cccc(N2CCN(C(=O)C3CCN(c4nccc(C)n4)CC3)CC2C)c1 (stereo unspecified)
[28] COc1cc(OC)c(C2NC(=O)NC(C)=C2C(=O)Nc2ccccc2C)cc1OC (stereo unspecified)
[29] CCCc1cc2c(=O)c(-c3ccc4c(c3)OCCO4)c(C)oc2cc1OC(C)=O
[30] O=C(CC1SC2=NCCN2C1=O)Nc1ccc(Cl)cc1 (stereo unspecified)
screen / no. | 25 | 26 | 27 | 28 | 29 | 30
mHTT-CaM PPI inh | -5 | 0 | 1 | -4 | 6 | -1
Pf apPOL block | -2 | 2 | -2 | -4 | 4 | 8

[31] Cn1c(CC2CCN(C(=O)Nc3ccc(C(F)(F)F)cc3)C2)nc2cccnc21 (stereo unspecified)
[32] Cc1cc(NNC(=O)Nc2ccc(Cl)cc2)nc2c1c(C)nn2C
[33] Cc1nnc2ccc(S(=O)(=O)N(Cc3ccccc3)c3ccc(Cl)cc3)cn12
[34] CCCn1c(COc2ccc(C)cc2)nc2ccccc21
[35] CCC(=O)N1CCc2cc(S(=O)(=O)NCc3ccccn3)ccc21
[36] Cc1ccc(NC(=O)c2csc(-c3ccc(N4CCCC4)nc3)n2)c(F)c1
screen / no. | 31 | 32 | 33 | 34 | 35 | 36
mHTT-CaM PPI inh | 9 | / | 28 | -30 | 6 | -6
Pf apPOL block | -15 | 2 | -1 | -4 | -3 | 1

[37] O=C(Nc1cccc([N+](=O)[O-])c1)c1ccc2nc(-c3ccccn3)c(-c3ccccn3)nc2c1
[38] COc1ccc(-c2csc(NC(=O)c3ccc(Br)s3)n2)cc1OC
[39] Cc1cc(C)n2nc(SCC(=O)Nc3ccc(C(C)C)cc3)nc2n1
[40] Cn1nc(-c2nc(-c3ccccc3F)no2)c2c1CCN(C(=O)C1(c3ccccc3)CC1)C2
[41] COCCN1CCC(N2CCCN(C(=O)c3ccccc3C(F)(F)F)CC2)C1=O (stereo unspecified)
[42] O=C1CC(c2cccc([N+](=O)[O-])c2)CC2=C1C(c1ccco1)Nc1ccccc1N2 (stereo unspecified)
screen / no. | 37 | 38 | 39 | 40 | 41 | 42
mHTT-CaM PPI inh | -3 | 69*! | / | 4 | 16 | 25&18
Pf apPOL block | 1 | 64*! | -8 | -2 | 4 | 17&-2

[43] CCn1c(=N)c(S(=O)(=O)c2ccc(C)cc2)cc2c(=O)n3cccc(C)c3nc21
[44] COc1ccc(OC)c(-c2[nH]ncc2CN2CCCC2c2c(C)noc2C)c1 (stereo unspecified)
[45] O=C(Cc1ccc(Cl)cc1)N1CCc2[nH]cnc2C1c1ccccn1 (stereo unspecified)
[46] CCN(CC)CCOC(=O)c1cc(Cl)c(N)cc1OC
[47] Cc1ccc(S(=O)(=O)N2CC(CI)[n+]3cccc4cccc2c43)cc1 (stereo unspecified)
[48] COc1ccc(Cl)cc1NC(=O)N1CCn2c(C)ccc2C1C(C)C (stereo unspecified)
screen / no. | 43 | 44 | 45 | 46 | 47 | 48
mHTT-CaM PPI inh | 3 | 6 | 91* | / | 5 | 0
Pf apPOL block | -6 | 2 | -20 | 2 | -2 | -2

[49] O=C(O)c1c[nH]c2ccc(S(=O)(=O)N3CCN(c4ccccn4)CC3)cc2c1=O
[50] COC(=O)c1sccc1Oc1ccc(C(F)(F)F)cc1NC(=O)C(Cl)Cl
[51] O=C(c1cc(F)c(F)cc1Cl)N1CCN(c2c(Cl)cccc2[N+](=O)[O-])CC1
[52] O=C(Nc1ccc2c(c1)OCO2)NC1CCCCC1
[53] COc1ccc(-c2cc3nc4c(c(=O)n3[nH]2)CN(C(=O)Nc2cccc(C#N)c2)CC4)cc1
[54] COc1ccc(C2CCCN2C(=O)NCc2ccccc2)cc1 (stereo unspecified)
screen / no. | 49 | 50 | 51 | 52 | 53 | 54
mHTT-CaM PPI inh | -2 | / | 20 | -2 | 4 | -2
Pf apPOL block | 3 | -4 | 6 | 3 | 3 | -2

[55] CCC(C)(C(=O)NC1CCCC1)N(Cc1cccs1)C(=O)CNC(C)=O (stereo unspecified)
[56] Cc1nn2c(CNC(=O)c3ccc(F)cc3)c(C)nc2s1
[57] Cn1c(=O)c(-c2nc(-c3cccc(Cl)c3)no2)c(O)c2ccccc21
[58] N#Cc1ccc(NC(=O)c2cc3n(n2)C(C(F)(F)F)CC(c2ccc4c(c2)OCO4)N3)cc1 (stereo unspecified)
[59] CC[C@@H]1[C@H]2CCCC(=O)N3CC[C@@H](C[C@@H]1OC(=O)Nc1ccccc1)[C@@H]23
[60] O=C1OC(c2ccc(Cl)cc2)=N/C1=C\c1cc(Br)cs1
screen / no. | 55 | 56 | 57 | 58 | 59 | 60
mHTT-CaM PPI inh | 0 | -1 | -4 | 10 | 29 | -1
Pf apPOL block | -6 | -1 | -8 | -6 | -4 | -2

[61] CCOc1ccc2c(=O)c(Oc3ccc(C(=O)OC)cc3)coc2c1
[62] CC(C)(C)c1cc2nc(C(F)(F)F)cc(NN=Cc3ccccc3)n2n1
[63] Cc1cc2nn(-c3ccc(Cl)cc3)nc2cc1NC(=O)c1ccco1
[64] CCCCN(C)C(=O)c1nn(-c2ccc(Cl)cc2)c(=O)c2ccccc12
[65] CC1CCN(C2=CC(=O)N(c3ccc(C(=O)NC4CCCCCC4)cc3)C2=O)CC1
[66] COc1cccc(-c2cc(C3CCN(C(=O)Nc4cc(Cl)ccc4OC)CC3)[nH]n2)c1
screen / no. | 61 | 62 | 63 | 64 | 65 | 66
mHTT-CaM PPI inh | 1 | / | -1 | 7 | -9 | 30
Pf apPOL block | -2 | 2&-7 | -4 | -2 | 2 | -2

Continued, starting with the last two of the part before.
[65] CC1CCN(C2=CC(=O)N(c3ccc(C(=O)NC4CCCCCC4)cc3)C2=O)CC1
[66] COc1cccc(-c2cc(C3CCN(C(=O)Nc4cc(Cl)ccc4OC)CC3)[nH]n2)c1
[67] COCC(=O)NCc1ccc(OC)cc1
[68] CC(C)c1ccc(CNC(=O)C(C)N2C(=O)c3ccccc3C2=O)cc1 (stereo unspecified)
[69] COc1ccc(C(=O)ON=C2C(C)=CC(=O)C=C2C)cc1
[70] COc1ccc(C(=O)CSc2nnc(-c3ccccc3)n2-c2ccc(OC)cc2)cc1
[71] O=C(c1ccccc1C(=O)N1CCc2ccccc2C1)N1CCc2ccccc2C1
[72] Cc1ccc(-c2oc3ccccc3c(=O)c2O)cc1
screen / no. | 65 | 66 | 67 | 68 | 69 | 70 | 71 | 72
mHTT-CaM PPI inh | -9 | 30 | -6 | 1 | 55* | 6 | 9 | 28
Pf apPOL block | 2 | -2 | -3 | -6 | 1 | -6 | 0 | -7

Taken from above:
O=C(c1ccccc1C(=O)N1CCc2ccccc2C1)N1CCc2ccccc2C1 in mHTT-CaM PPI inh = 9
COc1ccc(C(=O)CSc2nnc(-c3ccccc3)n2-c2ccc(OC)cc2)cc1 in Pf apPOL block = -6
COCC(=O)NCc1ccc(OC)cc1 in Pf apPOL block = -3
Cc1ccc(-c2oc3ccccc3c(=O)c2O)cc1 in Pf apPOL block = -7
CC(C)c1ccc(CNC(=O)C(C)N2C(=O)c3ccccc3C2=O)cc1 (stereo unspecified) in Pf apPOL block = -6

The results go on.
[73] Cc1ccc(C)c(S(=O)(=O)NCCC2CCN(C(=O)c3ccccc3)CC2)c1
[74] CC(=O)Nc1cccc(N2C(=O)c3c(C)nc4ccccc4c3C2=O)c1
[75] CCCN(CCC)S(=O)(=O)c1ccc(C(=O)N2CC3CCC(CC3)C2)cc1
[76] Clc1ccc(CN2CCc3nc(N4CCN(c5ncccn5)CC4)ncc3C2)cc1
[77] O=C(Nc1nccn(-c2ccc(Br)cc2)c1=O)c1cccc(F)c1
[78] CCc1nnc(NC(=O)CSc2ncccn2)s1
screen / no. | 73 | 74 | 75 | 76 | 77 | 78
mHTT-CaM PPI inh | 47 | 18 | / | 100* | 0 | -5
Pf apPOL block | 10 | -5 | -8 | -2 | -1 | 0

[79] O=C(Nc1ccc(F)cc1)c1ccccc1[N+](=O)[O-]
[80] Cc1ccn2c(NC(=O)c3ccc([N+](=O)[O-])cc3)c(-c3ccccc3)nc2c1
[81] Cc1cc(C(=O)NC(C)C(=O)NC(C)c2ccccc2)no1 (stereo unspecified)
[82] O=C(CCCCCCCC(=O)NNC(=O)c1cccs1)NNC(=O)c1cccs1
[83] C=CCn1c(=O)c2c(ncn2C(C)C)n(-c2ccc(F)cc2)c1=O
[84] O=C(CCc1c[nH]c2ccccc12)N1CCc2c(nc(-c3ccc(F)cc3)[nH]c2=O)C1
screen / no. | 79 | 80 | 81 | 82 | 83 | 84
mHTT-CaM PPI inh | 4 | 27 | -2 | 0 | 2 | 13
Pf apPOL block | -11 | -18 | 0 | / | -2 | 3

[85] O=C(Nc1ccc(F)cc1F)c1cccs1
[86] O=C1NCCCn2cc(S(=O)(=O)Nc3ccccc3F)cc21
[87] COC(=O)c1ccc(NC(=O)COc2cccc3c2OC(C)(C)C3)cc1
[88] COc1cc(/C=C2\C(=O)NC(=O)N(c3ccc(Br)cc3)C2=O)cc([N+](=O)[O-])c1O
[89] CCN1C(=O)c2ccccc2Oc2ccc(C(=O)N3CCCCC3)cc21
[90] C=CCc1cc(OC)ccc1OCCCn1ccnc1
screen / no. | 85 | 86 | 87 | 88 | 89 | 90
mHTT-CaM PPI inh | -3 | 0 | 6 | 6 | 9 | 13
Pf apPOL block | -5 | 13 | 0 | -8 | -7 | 7

[91] Cc1ccc(Cl)cc1NC(=O)N1CCc2nc(-c3ccccc3)ncc2C1
[92] CCOC(=O)c1ccc(-n2nnc(C=CC=CN3CCOCC3)n2)cc1
[93] Cc1sc2ncn(Cc3ccccc3Cl)c(=O)c2c1C
[94] Oc1ccccc1C1=NNC(c2ccc(Br)cc2)C1 (stereo unspecified)
[95] CC(C)(C)C(=O)Nc1ccc2c(c1)CC(C(=O)NCCCc1ccccc1)CO2 (stereo unspecified)
[96] O=C(CCc1ccccc1)N1CCN(c2cc(-c3cccnc3)[nH]n2)CC1
screen / no. | 91 | 92 | 93 | 94 | 95 | 96
mHTT-CaM PPI inh | 1 | / | -10 | 57* | 3 | 2
Pf apPOL block | -4 | -3&-16 | -7 | -3 | -10 | -1
